Assay outcomes deposited in PubChem BioAssay by Sanford-Burnham Center for Chemical Genomics.
Artemis endo inh: blocks endonuclease activity of human Artemis. Q96SD1. inhibition, % at 10 µM. recombinant Artemis, quenched FAM hairpin cleavage fluorescence. AID 686954. actives 0.78% (n = 30,000);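 active = at 10 µM dose, at least 30% inhibition, measured as corrected fluorescence normalized to stimulator and neutral control wells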
Target sequence (Q96SD1 whole entry, looked up): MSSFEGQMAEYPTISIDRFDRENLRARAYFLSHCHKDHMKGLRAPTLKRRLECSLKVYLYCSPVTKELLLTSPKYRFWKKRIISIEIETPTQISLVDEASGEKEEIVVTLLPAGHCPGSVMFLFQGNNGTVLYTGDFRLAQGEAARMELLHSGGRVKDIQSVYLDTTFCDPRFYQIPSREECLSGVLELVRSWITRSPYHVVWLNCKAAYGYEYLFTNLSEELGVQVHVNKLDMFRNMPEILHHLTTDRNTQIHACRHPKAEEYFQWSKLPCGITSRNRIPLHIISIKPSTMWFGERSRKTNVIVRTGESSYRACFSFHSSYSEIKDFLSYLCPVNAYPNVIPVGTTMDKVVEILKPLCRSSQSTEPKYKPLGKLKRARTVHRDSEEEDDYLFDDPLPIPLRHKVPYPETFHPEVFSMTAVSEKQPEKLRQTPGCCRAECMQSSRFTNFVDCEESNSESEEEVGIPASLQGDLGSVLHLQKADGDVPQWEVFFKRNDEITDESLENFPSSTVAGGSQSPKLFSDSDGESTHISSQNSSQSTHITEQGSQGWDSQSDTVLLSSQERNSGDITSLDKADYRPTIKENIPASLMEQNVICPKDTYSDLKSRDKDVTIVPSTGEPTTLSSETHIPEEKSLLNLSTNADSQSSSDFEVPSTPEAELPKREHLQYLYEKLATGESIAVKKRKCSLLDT
An asterisk follows results filed as active. Not all compounds are listed; the hit share may differ from the screen's.

SMILES	Artemis endo inh
CCCc1cc(=O)[nH]c(SCC(=O)Nc2ccccc2C#N)n1	1
COCCCn1c(SCC(=O)Nc2sc3c(c2C#N)CCCC3)nnc1-c1ccncc1	14
COc1cc(C(=O)N2CCC(N3CCCCCC3)CC2)cc(OC)c1OC	0
CCOc1ccccc1NC(=O)c1cccc(NC(=O)c2ccco2)c1	-1
CCOC(=O)c1cc(C(=O)c2cc(F)ccc2O)coc1=N	2
COC(=O)c1sccc1Oc1ccc(F)cc1[N+](=O)[O-]	0
C/C=C(/C)C(=O)OC1c2c(ccc3ccc(=O)oc23)OC(C)(C)C1OC(C)=O (centres undefined)	17
Cc1c(NC(=O)C2(c3ccccc3)CCCC2)c(=O)n(-c2ccccc2)n1C	6
CCCCCCCCn1c(=O)c(C(=O)OCC)c(O)c2ccccc21	16
COc1cc2c(cc1OC)C(CC#N)=NC(C)(C)C2	-7
CC(=O)N=C1SC2CS(=O)(=O)CC2N1c1ccccc1Cl (centres undefined)	-7
Cc1cc(C)nc(SCC(=O)Nc2ccc(Br)cn2)n1	-5
O=C(O)CCCCCCCCCC(=O)c1cccs1	3
O=C(CN1C(=O)c2ccccc2C1=O)Nc1ccccc1C(=O)NC1CCCCCC1	-9
Cc1ccc(-c2nc3ccsc3c(=O)o2)cc1	2
COc1ccc(OC(C)C(=O)Nc2cccc(OC)c2)cc1 (centres undefined)	-1
O=C(O)c1cn(-c2ccccc2)nc1-c1ccncc1	-1
N#Cc1c(-c2ccccc2)cc(C2CC2)nc1SCC(=O)c1cccs1	2
Cc1cccc(OCC(O)Cn2c(NCCCOC(C)C)nc3c2c(=O)[nH]c(=O)n3C)c1 (centres undefined)	-3
COc1cnn(-c2ccc(C)cc2)c(=O)c1SCc1ccccc1	-10
CC1(C)OC(=O)C(=C2CCCN2)C(=O)O1	-3
Cc1ccc(-c2cc(C(=O)NCc3cnn(C)c3C)c3cc(Br)ccc3n2)cc1	6
CCCCCNC(=O)Cc1ccc(OC)cc1	2
O=C(Nc1ccc(Cl)cc1)C1CCC(=O)N1Cc1ccccc1Cl (centres undefined)	6
Cn1c(=O)c2c(ncn2CC(=O)Nc2ccc(Cl)cc2Cl)n(C)c1=O	9

Reformatted in CSV form: three of the compounds above
canonical_smiles,Artemis endo inh
COCCCn1c(SCC(=O)Nc2sc3c(c2C#N)CCCC3)nnc1-c1ccncc1,14
COc1cc(C(=O)N2CCC(N3CCCCCC3)CC2)cc(OC)c1OC,0
CCOc1ccccc1NC(=O)c1cccc(NC(=O)c2ccco2)c1,-1

The listing continues:
SMILES	Artemis endo inh
CC(C)(C)C(=O)Cn1c(NCCO)nc2ccccc21	-8
COc1ccc(-c2nn(C)c(=O)c3ccccc23)cc1CNS(C)(=O)=O	-6
CNC(=O)COC(=O)c1cc(F)c(F)cc1Cl	-3
COC(=O)c1cc(COc2ccc3oc(C)c(C(=O)OC(C)C)c3c2)c(C)o1	-3
CCC(=O)Nc1ccc(C(=O)Nc2ccc3c(c2)OCO3)cc1	36*
Cc1ccc(C)c(NC(=O)CSc2nnc(-c3ccco3)o2)c1	-6
COc1cc(OC)cc(C(=O)N2c3ccc(F)cc3CCC2C)c1 (centres undefined)	6
COc1ccc(CNC(=O)Cc2nn(C)c(=O)c3ccccc23)cc1	-4
Cc1cc(NC(=O)c2cccc(F)c2)no1	0
COc1ccc2nc(NC(=O)CN3CCOCC3)sc2c1	0
CC1(C)CC(=O)c2c(Cc3ccccc3)n[nH]c2C1	1
CCOC(=O)N1CCC(Nc2nc3ccccc3n3nnnc23)CC1	-5
NC(=O)C1(N2CCCCC2)CCN(C(=O)CSc2nc3ccccc3o2)CC1	2
Cc1ccccc1NC(=O)c1ccc(CN2CCc3ccccc3C2)cc1	-7
Fc1ccc(-c2cnc[nH]2)cc1	0
COc1ccc(-c2ncccc2O)cc1	3
COC(=O)/C=c1/sc2n(c1=O)CCN=2	3
Cc1ccc(C)c(N2CCN(S(=O)(=O)c3c(C)noc3/C=C/N(C)C)CC2)c1	-11
CCOC(=O)c1c(N)c(C#N)c2n1CCCC2	4
COc1ccc(NC(=O)CN2CCC3(O)CCCCC3C2c2cc(OC)ccc2OC)cc1 (centres undefined)	7
COc1ccc(OC)c(NC(=O)COC(=O)/C=C/c2c(C)nn(C3CCS(=O)(=O)C3)c2Cl)c1 (centres undefined)	4
O=c1/c(=C/c2ccccn2)sc2n1CN(c1ccccc1)CN=2	18
O=S(=O)(c1ccccc1)c1nc(-c2cccs2)oc1NCCCn1ccnc1	0
CN(C)C(=O)CSc1nnc2sc3ccccc3n12	13
c1ccc(OCCOc2ncnc3ccccc23)cc1	5
Further entries.
SMILES	Artemis endo inh
Cc1ccc(Cc2cnc(NC(=O)/C(C#N)=C/c3ccc(-c4cccc([N+](=O)[O-])c4)o3)s2)cc1	18
Cc1ccc(C(=O)ONc2ccc(N=O)cc2)cc1	1
CCOc1ccc(C(c2nnnn2Cc2ccccc2)N2CCN(C(=O)c3ccco3)CC2)cc1 (centres undefined)	6
CN1CCN(c2ccc(C(=O)c3ccc(F)cc3)cc2)CC1	8
O=S(=O)(NCCOC12CC3CC(CC(C3)C1)C2)c1cccc2nsnc12	-10
OC(c1ccccn1)c1c[nH]c2ccccc12 (centres undefined)	7
Cc1noc(C)c1CSc1nnnn1-c1ccc(Cl)cc1	-2
Cc1ccc(CN2C(=O)CCC2C(=O)NCCCN2CCOCC2)cc1 (centres undefined)	-1
C=CCc1c(C)nc(C)nc1N/N=C/c1ccc([N+](=O)[O-])cc1	-9
CCCN1CC=C2C(C#N)=C(N)C(C#N)(C#N)C(c3cc(OC)ccc3OC)C2C1 (centres undefined)	6
CCNc1nc(NCC)nc(C(=O)Nc2ccccc2)n1	8
Cn1cc(C(c2ccccn2)c2cn(C)c3ccccc23)c2ccccc21	6
CCC(C)N(C(=O)Cn1nnc2ccccc21)C(C(=O)NCc1ccco1)c1cccc(OC)c1 (centres undefined)	7
CCOC(=O)C1=C(C)N=C2SCCC(=O)N2C1c1ccc(C(=O)OC)cc1 (centres undefined)	10
CCCC(CCC)n1[nH]c(=O)c2c(C)cc(C)nc21	-11
Cc1ccc(C(=O)NCCSc2snnc2C)cc1	-1
O=S(=O)(Nn1cnnc1)c1ccccc1	-4
Cc1cc(=O)oc2c(CN3CCN(C)CC3)c(O)c(Cl)cc12	4
Cc1cc(C)c2c(-n3cccc3)c(NC(=O)OCc3ccccc3)sc2n1	0
Cc1nc2ccc(S(=O)(=O)NCC(=O)O)cc2s1	-16
CCCCCCCn1c(=N)n(CC(=O)c2ccco2)c2ccccc21	2
COc1ccc(C2C=C(c3ccc(C)cc3)Nc3ncnn32)cc1 (centres undefined)	5
CCn1nnnc1SCC(=O)N1c2ccccc2CCc2ccccc21	7
Cc1csc(SCC(=O)Nc2cccc(S(=O)(=O)N3CCCC3)c2)n1	2
CCOC(=O)C1CCN(S(=O)(=O)c2c(C)[nH]c(=O)[nH]c2=O)CC1	-3
Other records:
SMILES	Artemis endo inh
O=C(Nc1ccc(N2CCOCC2)c2nonc12)C1CCCC1	16
CCN(CC)C(=O)c1c(C)nc2ccccn12	1
CCOC(=O)N1CCC(NC(=O)CC(NS(=O)(=O)c2ccc(Cl)cc2)c2ccco2)CC1 (centres undefined)	-2
O=C(CN(CCc1ccccc1)C(=O)CNS(=O)(=O)c1ccccc1)NCc1ccco1	1
COC(=O)C1=C(C)Nc2nnnn2C1c1ccco1 (centres undefined)	7
COc1ccc(C(=O)NC(=O)CSc2nnc(-c3ccco3)n2-c2ccccc2)cc1	8
CCOCC(=O)Nc1ccccc1C(=O)OCC	-5
CC1CCN(C(=O)N2c3ccccc3Sc3ccccc32)CC1	8
COc1cccc(C(=O)Nc2ccc(NC(=O)C(C)(C)C)cn2)c1	-1
N#Cc1ccc(-c2ccc(OCC(O)Cn3nnc4ccccc43)cc2)cc1 (centres undefined)	15
COc1ccccc1NC(=O)N(Cc1cc2cc(OC)c(OC)cc2[nH]c1=O)CC1CCCO1 (centres undefined)	6
COc1ccc(/C(N)=N/OC(=O)c2cccc([N+](=O)[O-])c2)cc1	-2
CCn1c(O)c(C2=NCCCC2)c2ccccc21	-3
CC(C)n1c(=S)[nH]c2c1c(=O)[nH]c(=O)n2C	-7
CC(=O)c1c(C)[nH]c(C(=O)NCc2cccs2)c1C	-3
Cc1cc(Cl)c(S(N)(=O)=O)cc1OCC(N)=O	2
[O-]C1=N/[N+](=C/c2ccc(Cl)c(Cl)c2)CC1	-6
Cc1[nH]nc2c1C(Cc1ccccc1)C(C#N)=C(N)O2 (centres undefined)	4
CCCCN(CC)S(=O)(=O)c1ccc(C(=O)Nc2nnc(-c3ccccc3Cl)o2)cc1	10
c1coc(Cn2nnnc2CN2CCN(C3CCCCC3)CC2)c1	7
COCCn1nnnc1C(c1ccc(OC)cc1OC)N1CCN(c2ccccc2F)CC1 (centres undefined)	5
COc1ccc(-c2nnc(SCC(=O)c3[nH]c(C)c(C(C)=O)c3C)o2)cc1	2
Cc1cc(=O)oc2cc(OCC(=O)Nc3nnc(C(C)C)s3)ccc12	8
CCOc1cc(NC(=O)C2CC2)c(OCC)cc1NC(=O)c1ccccn1	-10
Cc1cccc(C)c1OCCCN1CCCC1	-1

Arranged by heavy-atom count (low to high): 15 of the compounds above.
SMILES	Artemis endo inh
[O-]C1=N/[N+](=C/c2ccc(Cl)c(Cl)c2)CC1	-6
CC(C)n1c(=S)[nH]c2c1c(=O)[nH]c(=O)n2C	-7
Cc1cc(Cl)c(S(N)(=O)=O)cc1OCC(N)=O	2
CCOCC(=O)Nc1ccccc1C(=O)OCC	-5
CC(=O)c1c(C)[nH]c(C(=O)NCc2cccs2)c1C	-3
Cc1[nH]nc2c1C(Cc1ccccc1)C(C#N)=C(N)O2 (centres undefined)	4
COc1ccc(/C(N)=N/OC(=O)c2cccc([N+](=O)[O-])c2)cc1	-2
COc1cccc(C(=O)Nc2ccc(NC(=O)C(C)(C)C)cn2)c1	-1
Cc1cc(=O)oc2cc(OCC(=O)Nc3nnc(C(C)C)s3)ccc12	8
CCOc1cc(NC(=O)C2CC2)c(OCC)cc1NC(=O)c1ccccn1	-10
N#Cc1ccc(-c2ccc(OCC(O)Cn3nnc4ccccc43)cc2)cc1 (centres undefined)	15
COc1ccc(C(=O)NC(=O)CSc2nnc(-c3ccco3)n2-c2ccccc2)cc1	8
O=C(CN(CCc1ccccc1)C(=O)CNS(=O)(=O)c1ccccc1)NCc1ccco1	1
COCCn1nnnc1C(c1ccc(OC)cc1OC)N1CCN(c2ccccc2F)CC1 (centres undefined)	5
COc1ccccc1NC(=O)N(Cc1cc2cc(OC)c(OC)cc2[nH]c1=O)CC1CCCO1 (centres undefined)	6

Next results follow:
SMILES	Artemis endo inh
O=C(NCCc1c[nH]c2ccccc12)C(F)(F)F	-7
O=C(c1cnn2c(C(F)F)cc(C3CC3)nc12)N1CCOCC1	-5
CCN(CC)Cc1c(O)ccc2c([N+](=O)[O-])c(C)n(-c3ccc(OC)cc3)c12	-2
COc1ccc(N(C)C(=O)c2ccc3nc(-c4ccccc4)c(-c4ccccc4)nc3c2)cc1	9
CCCCNC(=O)CSc1nnc(NC(C)=O)s1	-2
CCC1CCCCN1C(=O)CCCOc1ccccc1 (centres undefined)	-7
O=c1[nH]c(CSc2nc3ccccc3o2)nc2c1cnn2-c1ccccc1	12
C=CCOc1ccc(C2C(C#N)=C(N)N(Nc3ccccc3)C3=C2C(=O)CCC3)cc1OC (centres undefined)	-4
CC[C@@H](C)[C@H](NC(=O)C1CCN(C(=O)[C@@H](NS(=O)(=O)c2ccc(C)cc2)C(C)C)CC1)C(=O)O	-3
CCN(CC)S(=O)(=O)c1ccc(OC)c(NS(=O)(=O)c2ccc(F)cc2)c1	2
CCC1(C)CC(CCNS(=O)(=O)c2ccc(C)cc2)(c2ccc(C)cc2)CCO1 (centres undefined)	4
O=C1C(Cc2ccccc2)S/C(=N/N=C/c2ccco2)N1c1ccccc1 (centres undefined)	2
Cc1ccc(OCCCN2CCCC2)c(C)c1	0
O=C(Nc1ccccc1)c1sc2cc(C(F)(F)F)cnc2c1-c1cccs1	5
N#Cc1nc(-c2cccs2)oc1NCc1ccc(Cl)cc1	7
O=C(NCc1cccnc1)c1ccc(COc2cccc3ccccc23)o1	0
Cc1cc2cc(CCNS(C)(=O)=O)c(=O)[nH]c2cc1C	1
CP(=O)(COC(=O)c1ccccc1)COC(=O)c1ccccc1	0
CCc1cc2c(NCC(=O)O)ncnc2s1	-10
Cc1nnc(SCC(=O)Nc2nccs2)[nH]c1=O	-3
Cc1ccc2nc(N3CCN(Cc4nnnn4Cc4ccccc4)CC3)c(C#N)cc2c1	7
Cc1nc(SCC(=O)c2ccccc2)c(C#N)c(-c2ccco2)c1C(=O)NCc1ccco1	23
CCOc1ccc2[nH]c(=O)c(CN(CC3CCCN3CC)C(=O)NCc3ccccc3)cc2c1 (centres undefined)	15
COC(=O)c1cc(C#N)c(Oc2ccc(F)cc2)nc1C	3
O=C(O)CCN1C(=O)CC2(CCCCC2)C1=O	-2
Next section
SMILES	Artemis endo inh
CC1(C)Cc2c(sc3nc(NCCN4CCOCC4)n4ncnc4c23)CO1	-2
COc1ccc(C(C)NC(=O)C2C(=O)NC3(C)CC2c2ccccc2O3)cc1 (centres undefined)	-4
O=[N+]([O-])c1ccc(N2CCN(S(=O)(=O)c3ccccc3)CC2)cc1NCc1cccnc1	16
CN(C)c1ccc(/C=N/Nc2ccc(-n3ccnc3)nn2)cc1	6
CCOC(=O)N1CCN(Cc2cc(=O)oc3ccc4ccccc4c23)CC1	2
O=C1C=C(NC2CC2)C2(CCCCC2)O1	1
COc1ccc(N(CC(=O)N/N=C/c2ccc(-c3ccc([N+](=O)[O-])cc3)o2)S(=O)(=O)c2ccc(C)cc2)cc1Cl	7
CC(C)C(=O)Nc1c2c(nc3c1CCC3)CCCC2	1
COc1ccccc1CNc1ccc(C(=O)O)cc1	-4
O=C(CSc1nc(-c2ccco2)cc(C(F)(F)F)n1)N1CCSCC1	3
COc1ccc(C)cc1N(CC(=O)O)S(=O)(=O)c1ccc(C)cc1	2
CN(C)c1ccc(C(CC(=O)O)NC(=O)c2ccc(Cl)cc2)cc1 (centres undefined)	1
COC(=O)CCP(=O)(O)Cc1ccccc1CP(=O)(O)CCC(=O)OC	1
Cc1nn(Cc2ccc(C(=O)NC(C)(C)C)o2)c(C)c1Br	-4
CCn1c(SCC(=O)Nc2cccc(F)c2)nnc1-c1cc2cc(Br)ccc2o1	1
CCC(C(=O)N1CC2(C)CC1CC(C)(C)C2)N1C(=O)c2ccccc2C1=O (centres undefined)	-4
